Compound activity deposited in PubChem by several laboratories.
HT1080 viability = cytotoxicity in HT1080 fibrosarcoma cells, cell-based, fluorescence readout (AID 620). 87,000 compounds, 0.42% hits. HT1080 viability, fluorescence; higher % means a stronger effect. cytotoxicity, % at 10 µM; hits with a dose series show EC50 in µM; in the data active means cytotoxicity above about 50%;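 further: cells exposed to compound overnight then 4 h with Alamar Blue; 0% = vehicle DMSO and 100% = killing control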
LYP phosphatase = LYP phosphatase inhibitors, primary screen, biochemical, DiFMUP fluorescence, recombinant catalytic domain, 10 µM (AID 606); Tyrosine-protein phosphatase non-receptor type 22 (Homo sapiens); one-dose inhibition, % at 10 µM; IC50 in µM for titrated hits; recombinant LYP catalytic domain, DiFMUP fluorescence; higher % means a stronger effect; 52,000 tested, under 10 active;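 active means IC50 under 40 µM in the dose-response test; inactive means IC50 of 40 µM or more, or never dose-tested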
* hit, by the source's call; . = no result given. A portion of the library; the hit share may differ from the screen's.

SMILES | HT1080 viability | LYP phosphatase
CCCNS(=O)(=O)c1ccc(OCC(=O)N2CCN(C)CC2)cc1 | -9.5% | .
Clc1ccccc1CN1CCN(c2ccccc2)CC1 | -10.8% | .
COc1nc(NC(C)C)nc(NC(C)C)n1 | -2.7% | .
c1cc2c(cc1CCNC1C3CC4CC(C3)CC1C4)OCO2 (configuration not stated) | -4.8% | .
CCOC(=O)c1c(N)n(CCN2CCOCC2)c2nc3ccccc3nc12 | 2.6% | .
O=c1c2ccccc2nc(CSc2ncnc3nc[nH]c23)n1-c1ccccc1Cl | 2.9% | .
O=C(COc1ccc2ccccc2c1)N1CCN(CC2CC3C=CC2C3)CC1 (configuration not stated) | -19.0% | .
O=[P+](Cc1ccccc1)Cc1ccccc1 | 3.7% | .
CC(=O)Nc1cc(C(=O)N2CCC3(CC2)OCCO3)ccc1Sc1ccc(C)cc1 | -3.6% | .
CCCN1[C@@H]2C[C@@H](O)CC[C@@H]2C[C@H]1C(=O)OC | 18.4% | .
CCCCCCN=Cc1c(O)n(C)c(=O)n(C)c1=O | -10.4% | .
CCCN1CC(C)C(OC(C)=O)(c2ccccc2)CC1C (configuration not stated) | 1.2% | .
CN1C(=O)C(C2c3ccccc3C(=O)N2Cc2ccc([N+](=O)[O-])cc2)C(=O)N(C)C1=O (configuration not stated) | -8.6% | .
FC(F)(F)c1ccc2c(c1)N(CCCN1CCN(CCCl)CC1)c1ccccc1S2 | 15.8% | .
C=C1N2CCC(CC2)C1(O)c1ccc(C)c(C)c1 (configuration not stated) | -1.5% | .
COCCn1c(-c2ccccc2)cc(C(=O)O)c1C | 2.1% | .
CC(=O)OC1N=C(c2ccc(Cl)cc2)c2cc(Br)ccc2NC1=O (configuration not stated) | 27.7% | .
CC(=O)OC1(c2ccccc2)CCN(C)C(C)C1C (configuration not stated) | 6.4% | .
O=C(Oc1c(Cl)cc(Cl)c2ccccc12)N1CCCCC1 | -19.7% | .
CCCCn1c(O)c(C(C)=NCC2CCCO2)c(=O)[nH]c1=O (configuration not stated) | -7.7% | .
CC(=O)NC(C)Cc1ccccc1 (configuration not stated) | 7.8% | .
CC(=O)c1ccc2c(c1)C1C(Cl)C(Sc3ccccc3[N+](=O)[O-])CC1C(c1ccccc1)N2 (configuration not stated) | -3.4% | .
COc1ccc(-c2nc3ccccc3n2OC(=O)N(C)C)cc1 | 13.6% | .
CC(C)CCNC(=O)c1c(N)n(Cc2ccc3c(c2)OCO3)c2nc3ccccc3nc12 | -5.3% | .
CCCCn1c(O)c(C(C)=NCCN2CCOCC2)c(=O)[nH]c1=O | -7.4% | .
COc1ccccc1N1CCN(Cc2ccc(Cl)cc2Cl)CC1 | -7.4% | .
CCCCC1(CCCC)C(=O)NC(=Nc2cccc(C)c2)NC1=O | -9.6% | .
CCCc1cc2c(n1Cc1cccc(Cl)c1)C(C)C1CN(C(=O)c3ccccc3)C(C)(C(=O)OC)C21 (configuration not stated) | -15.6% | .
CCn1ncc(/C=C2/CC3C4CC=C5CC(O)CCC5(C)C4CCC3(C)C2=O)c1C (configuration not stated) | -7.5% | .
CC1=NN(c2ccccc2)C(=O)C1/C=C1\C(=O)NC(=O)N(c2ccc(C)c(C)c2)C1=O (configuration not stated) | -3.1% | .
COc1ccc(OCC(=O)N2CCN(C(C)C)CC2)cc1 | 1.8% | .
Nc1c(C(=O)OCc2ccccc2)c2nc3ccccc3nc2n1Cc1cccs1 | -5.1% | .
c1ccc2c(CNC3CCCCCC3)c[nH]c2c1 | 17.7% | .
O=C(c1cc(S(=O)(=O)N2CCCCC2)ccc1F)N1CCC2(CC1)OCCO2 | 0.8% | .
CCCCCCOc1ccc(CN2CCN(CC)CC2)cc1 | -28.5% | .
CCC(COC(=O)NC)NC(=O)Oc1cccc(C)c1 (configuration not stated) | 20.9% | .
O=C(Cc1ccccc1)OCCNC(=O)c1cccnc1 | 28.2% | .
COc1cccc(-n2c(O)c(C=NCc3ccc4c(c3)OCO4)c(=O)[nH]c2=O)c1 | -2.8% | .
Cc1ccc(C(=O)Nc2ccc(-n3ccnc3P(=O)(O)c3ccccc3)cc2)cc1 | 9.1% | .
Cn1c(O)c(C=NCCCC(=O)O)c(=O)n(C)c1=O | 4.3% | .

In a second layout: entries from further up
The line under a structure holds: HT1080 viability | LYP phosphatase
> CCCNS(=O)(=O)c1ccc(OCC(=O)N2CCN(C)CC2)cc1
→ -9.5% | .
> Clc1ccccc1CN1CCN(c2ccccc2)CC1
→ -10.8% | .
> COc1nc(NC(C)C)nc(NC(C)C)n1
→ -2.7% | .
> c1cc2c(cc1CCNC1C3CC4CC(C3)CC1C4)OCO2 (configuration not stated)
→ -4.8% | .
> CCOC(=O)c1c(N)n(CCN2CCOCC2)c2nc3ccccc3nc12
→ 2.6% | .
> O=c1c2ccccc2nc(CSc2ncnc3nc[nH]c23)n1-c1ccccc1Cl
→ 2.9% | .
> O=C(COc1ccc2ccccc2c1)N1CCN(CC2CC3C=CC2C3)CC1 (configuration not stated)
→ -19.0% | .
> O=[P+](Cc1ccccc1)Cc1ccccc1
→ 3.7% | .
> CC(=O)Nc1cc(C(=O)N2CCC3(CC2)OCCO3)ccc1Sc1ccc(C)cc1
→ -3.6% | .
> CCCN1[C@@H]2C[C@@H](O)CC[C@@H]2C[C@H]1C(=O)OC
→ 18.4% | .
> CCCCCCN=Cc1c(O)n(C)c(=O)n(C)c1=O
→ -10.4% | .
> CCCN1CC(C)C(OC(C)=O)(c2ccccc2)CC1C (configuration not stated)
→ 1.2% | .
> CN1C(=O)C(C2c3ccccc3C(=O)N2Cc2ccc([N+](=O)[O-])cc2)C(=O)N(C)C1=O (configuration not stated)
→ -8.6% | .
> FC(F)(F)c1ccc2c(c1)N(CCCN1CCN(CCCl)CC1)c1ccccc1S2
→ 15.8% | .
> C=C1N2CCC(CC2)C1(O)c1ccc(C)c(C)c1 (configuration not stated)
→ -1.5% | .
> COCCn1c(-c2ccccc2)cc(C(=O)O)c1C
→ 2.1% | .
> CC(=O)OC1N=C(c2ccc(Cl)cc2)c2cc(Br)ccc2NC1=O (configuration not stated)
→ 27.7% | .
> CC(=O)OC1(c2ccccc2)CCN(C)C(C)C1C (configuration not stated)
→ 6.4% | .
> O=C(Oc1c(Cl)cc(Cl)c2ccccc12)N1CCCCC1
→ -19.7% | .
> CCCCn1c(O)c(C(C)=NCC2CCCO2)c(=O)[nH]c1=O (configuration not stated)
→ -7.7% | .
> CC(=O)NC(C)Cc1ccccc1 (configuration not stated)
→ 7.8% | .
> CC(=O)c1ccc2c(c1)C1C(Cl)C(Sc3ccccc3[N+](=O)[O-])CC1C(c1ccccc1)N2 (configuration not stated)
→ -3.4% | .

Other results:
SMILES | HT1080 viability | LYP phosphatase
COc1ccc(N=C2SCCCN2C)cc1 | -1.6% | .
CN(C)CC1CSCCC1(O)c1ccccc1 (configuration not stated) | 2.3% | .
c1cc2c(cc1CCNC1CCCCCC1)OCO2 | -3.0% | .
CCOP(=O)(OCC)C(NC(=O)C(C)C)C(Cl)(Cl)Cl (configuration not stated) | -2.7% | .
COc1ccc(/C=C2/C(=O)NC(=O)N(C3CCCCC3)C2=O)cc1CSc1ccccn1 | -4.7% | .
N[C@@H](Cc1cc(Br)c(O)c(Br)c1)C(=O)O | -4.6% | 19.4%
C[C@]12CC[C@@H](O)C[C@@H]1CC[C@@H]1[C@@H]2CC[C@]2(C)[C@@H](O)CC[C@@H]12 | 4.9% | 31.5%

Nothing new here: 2 of the compounds above.
SMILES | HT1080 viability | LYP phosphatase
CN(C)CC1CSCCC1(O)c1ccccc1 (configuration not stated) | 2.3% | .
c1cc2c(cc1CCNC1CCCCCC1)OCO2 | -3.0% | .
